# From PubChem BioAssay
# AI-2 QS mod: Vibrio harveyi AI-2 quorum sensing modulation; Vibrio harveyi JMH597 AI-2 luminescence/OD600 ratio, 9 h; active compounds read low; strain lacks LuxN and CqsS sensors; 0 = neutral-control median; activity change, % at 7.5 µM; 0.4% of 300,000 active; in the data active = activity change below about -75%, passing the limit was not always enough; inconclusive = no clear call, values can overlap the other calls;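 also: luminescence divided by OD600 gain over 9 h not by final OD600 alone; inactives centre near 13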
# HDAC3 inh: blocks human histone deacetylase 3. O15379. recombinant HDAC3, fluorogenic peptide/trypsin coupled, fluorescence. inhibition, % at 8.3 µM. 0.15% of 320,000 active; in the data active = inhibition above about 26%, passing the limit was not always enough; inconclusive = no clear call, values can overlap the other calls
# Target sequence (O15379 whole entry, looked up): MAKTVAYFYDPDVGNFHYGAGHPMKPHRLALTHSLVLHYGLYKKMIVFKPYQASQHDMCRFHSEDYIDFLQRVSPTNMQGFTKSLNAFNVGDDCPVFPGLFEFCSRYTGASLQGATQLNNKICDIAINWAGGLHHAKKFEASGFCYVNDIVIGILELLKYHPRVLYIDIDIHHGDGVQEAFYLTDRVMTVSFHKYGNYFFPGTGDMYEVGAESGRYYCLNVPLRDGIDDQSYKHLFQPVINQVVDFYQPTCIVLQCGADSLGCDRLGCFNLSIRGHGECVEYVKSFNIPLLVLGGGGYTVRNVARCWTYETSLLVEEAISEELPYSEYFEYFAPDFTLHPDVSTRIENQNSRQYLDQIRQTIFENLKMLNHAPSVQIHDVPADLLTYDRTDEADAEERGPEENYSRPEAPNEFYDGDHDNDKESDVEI
# aSyn 5UTR inh: 5' untranslated region of α-synuclein, MLPCN primary screen; 0.82% of 300,000 active; inhibition, % (tested at 7.5 µM); alpha-synuclein 5'UTR reporter, inhibitor activity; AID 1813; in the data active = inhibition above about 60%; inconclusive = no clear call, values can overlap the other calls;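 also: H4 neuroglioblastoma cells stably carrying SNCA 5'UTR luciferase fusion; 0% = DMSO wells and 100% = positive control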
# HIF activator: HIF pathway transcriptional activation; U2OS HRE-luciferase reporter, luminescence; normalized: DMSO 0%, desferrioxamine 100%; activation, % at 7.5 µM (by protocol); 0.32% of 300,000 active; AID 1910;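 active = mean activation of at least 10% of the iron chelator positive control signal, with at least half of replicates also reaching 10%; inconclusive = mean and replicate majority disagree about reaching 10%; inactive = mean and most replicates under 10%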
# HSF-1 act: increases HSF-1 driven luciferase reporter signal; 1.7% of 300,000 active; AID 504408; activation, % at 9 µM; NIH3T3-HGL HSF-1 luciferase reporter, MG132, 8 h; 100% = twice DMSO control signal;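 active = mean replicate activation of at least 50% with a set share of replicates each reaching 50%; inconclusive = only one of those two conditions met; inactive = mean below 50% and too few replicates reaching it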;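 also: 0% = median of the neutral control wells and 100% = twice that signal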
# Platelet DG rel: platelet dense granule release activity; human platelet-rich plasma, SFLLRN dense granule ATP release, luminescence; inhibition, %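 (compounds screened at 7.5 µM in platelet-rich plasma)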; 0.22% of 300,000 active;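 active = mean replicate score, as percent of positive control, at or above 50; inconclusive = mean below 50 but at least one replicate at or above 50; inactive = mean and every replicate below 50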
# HSF1 inhib: HSF1 inhibition. NIH3T3-HGL HSE-luciferase, MG132-induced, luminescence 8 h; active compounds read low. activity change, negative = inhibition, % at 7.5 µM (by protocol). 0.77% of 300,000 active;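 active = more than half of replicate wells show activity change below -50%, luminescence cut by over half; inconclusive = some wells, but at most half, below -50%; inactive = no replicate well below -50%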;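 also: luciferase reports HSF-1 transcriptional activity via heat shock element; 0% = median of DMSO wells and -100% = zero luminescence signal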
# KLF5 inh: inhibitors of KLF5 expression; DLD-1 KLF5 promoter-luciferase reporter, luminescence; inhibition, % at 5 µM; 0.23% of 290,000 active;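 active = inhibition above a per-plate limit of that plate's mean compound inhibition plus 3 SD, cut at about 60% in these data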;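 also: 0% = DMSO wells and 100% = LY294002 at 200 µM; higher means less KLF5 promoter-driven luciferase light; inactives centre near -14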
# IEC-6 cytotox: IEC-6 cytotoxicity, counter-screen for KLF5 inhibitors; 0.78% of 290,000 active; inhibition, % at 5 µM; luminescence viability; in the data active = inhibition above about 22%;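 also: 0% = plate median of test compound wells and 100% = cytotoxic reference compound wells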
# HSP90 inh: blocks HSP90-mediated luciferase refolding in reticulocyte lysate | Rabbit reticulocyte lysate, luciferase refolding luminescence, 3 h | inhibition, % at 5.6 µM | 0.91% of 290,000 active | AID 1789;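 active = inhibition above the screen-wide mean plus 3 SD, computed separately per campaign, cut at about 16% in these data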;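 also: 0% = DMSO wells and 100% = 60 µM geldanamycin wells; inhibitors lower the luminescence because luciferase stays unfolded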
# Active calls of the source: *; ? = inconclusive; . = no result given.
no.	SMILES	AI-2 QS mod	HDAC3 inh	aSyn 5UTR inh	HIF activator	HSF-1 act
1	O=C(NC1CCCC1)C(c1ccc(Cl)cc1)N(Cc1ccc(F)cc1)C(=O)CCl (centres undefined)	-3	-3	-37	-0.7	17
2	CCOc1ccccc1NC1c2ccccc2C(=O)N1Cc1ccco1 (centres undefined)	6	-3	14	0.8	13
3	COc1ccc(CCNC(=O)c2c(O)c3cccc4c3n(c2=O)CC4)cc1OC	9	2	15	0.1	1
4	C=C(C)CSc1nnc([C@@H](NC(=O)OC(C)(C)C)C(C)CC)o1 (some centres undefined)	11	9	3	-0.2	-34
5	CCOc1ccc(CNC(=O)Cn2ccc3cc(S(=O)(=O)N4CCCC4)ccc32)cc1	26	-10	-4	.	10
6	COc1ccc(NC(=O)Cn2nnc(C(=O)NCc3ccccc3)c2N)cc1Cl	21	.	21	-1.7	-6
7	NC(=O)NCCCC(NC(=O)c1ccc(C#CC2(O)CCCCC2)cc1)C(=O)O (centres undefined)	21	-1	12	-0.2	13
8	O=C(NCCc1ccccn1)c1nc(Cn2ccc([N+](=O)[O-])n2)no1	.	-13	8	0.1	-3
9	Cn1ncc(C(=O)N=S(C)(=O)c2ccccc2)c1[N+](=O)[O-] (centres undefined)	11	-16	-42	-0.7	-1
10	COc1cc2c(cc1OC)-c1nncn1C(C)(C)C2	4	-6	42	0.5	33
11	COc1ccccc1-n1c(SCC(=O)NCc2ccc3c(c2)OCO3)nc2cc([N+](=O)[O-])ccc21	31	3	8	2.2	20
12	Cn1cc(/C=N\NC(=O)c2cccs2)c2ccccc21	0	4	-280	4.0	-4

no.	Platelet DG rel	HSF1 inhib	KLF5 inh	IEC-6 cytotox	HSP90 inh
1	-9	4	-14	-1	2
2	-2	0	-24	4	0
3	1	5	.	.	.
4	7	-17	-17	1	-3
5	-5	6	-33	-8	-2
6	3	-4	-13	-7	3
7	-4	-2	7	6	4
8	-1	-6	1	2	-5
9	0	-5	0	-9	-5
10	3	8	-16	-4	-1
11	-45	11	-9	-6	0
12	-10	14	-121	6	-1

# Following part
no.	SMILES	AI-2 QS mod	HDAC3 inh	aSyn 5UTR inh	HIF activator	HSF-1 act
13	Cc1ccc(SCC(=O)N2N=CCC2c2ccccc2)cc1 (centres undefined)	25	?	-22	-0.4	16
14	CCCc1nnc(NC(=O)Nc2ccc(OC)cc2)s1	-5	0	-26	1.3	30
15	CCn1cc(C(=O)O)c(=O)c2cc(F)c(N3CCN(C(=S)NC(=O)c4cc(OC)cc(OC)c4)CC3)cc21	18	10	13	0.2	-4
16	COc1ccccc1N1CCN(/N=C/c2ccccc2C(=O)O)CC1	30	5	-7	-0.5	8
17	CC1CCC(NC(=O)Nc2cccs2)CC1 (centres undefined)	14	6	-107	2.1	7
18	O=C(O)C(Cc1ccc(Cl)cc1)NS(=O)(=O)c1ccc(Cl)cc1 (centres undefined)	-2	-2	1	-5.1	-5
19	Cc1c(NC(=O)C2CCCN(S(=O)(=O)c3cnc[nH]3)C2)c(=O)n(-c2ccccc2)n1C (centres undefined)	25	-4	-10	.	2
20	CCOc1cc(CNC2CCCC2)cc(Cl)c1OCc1ccc(F)cc1	11	3	9	-47	2
21	COc1ccc(C2C=C(C34CC5CC(CC(C5)C3)C4)NC(=S)N2)cc1 (centres undefined)	27	1	-9	0.3	-3
22	Cc1ccccc1Cn1nc(C)c(NC(=O)c2noc3c2CC(C(C)(C)C)CC3)c1C (centres undefined)	1	10	14	-0.4	14
23	CC(C)(C)NC(=O)CN(Cc1ccc2c(c1)OCO2)C(=O)CNC(=O)c1cccs1	11	0	27	0.5	-17
24	Cc1ccc(C(=O)c2ccccc2C(=O)Nc2ccccc2)cc1	2	14	-7	0.3	9

no.	Platelet DG rel	HSF1 inhib	KLF5 inh	IEC-6 cytotox	HSP90 inh
13	-6	3	-38	-7	1
14	7	5	-34	-2	3
15	2	-10	-24	-14	-2
16	0	7	-46	-4	-1
17	11	-3	-81	-3	7
18	-6	-12	-40	-2	-4
19	21	0	-32	-2	-2
20	-8	-5	-21	3	2
21	-6	-3	-12	-2	-2
22	-4	4	-19	-3	1
23	-7	-3	-5	2	0
24	8	1	.	.	.

# Two records drawn at random from those above:
no.	SMILES	AI-2 QS mod	HDAC3 inh	aSyn 5UTR inh	HIF activator	HSF-1 act
19	Cc1c(NC(=O)C2CCCN(S(=O)(=O)c3cnc[nH]3)C2)c(=O)n(-c2ccccc2)n1C (centres undefined)	25	-4	-10	.	2
21	COc1ccc(C2C=C(C34CC5CC(CC(C5)C3)C4)NC(=S)N2)cc1 (centres undefined)	27	1	-9	0.3	-3

no.	Platelet DG rel	HSF1 inhib	KLF5 inh	IEC-6 cytotox	HSP90 inh
19	21	0	-32	-2	-2
21	-6	-3	-12	-2	-2

# (next part)
no.	SMILES	AI-2 QS mod	HDAC3 inh	aSyn 5UTR inh	HIF activator	HSF-1 act
25	Cc1cc(C)cc(CC2CC(=O)N(c3ccc4c(c3)OCCO4)C2=O)c1 (centres undefined)	13	2	-16	-32	-4
26	COc1ccc(/C=C/C(=O)O)cc1Cl	27	.	11	-0.3	-10
27	CC(=O)Nc1ccc(S(=O)(=O)NC2CC2)cc1	22	2	-5	0.1	3
28	Cc1cccc(C)c1OCc1nc2ccccc2c(=O)n1/N=C/c1ccc(OCC(=O)O)cc1	48	6	23	-0.5	53*
29	CCCc1c(C(=O)OCC)[nH]c2c1C(=O)CCC2	10	-3	27	-0.5	-4
30	Cc1ccc2nc(Cl)c(C3CC(c4cccs4)=NN3S(C)(=O)=O)cc2c1 (centres undefined)	11	-1	-17	0.0	-19
31	Oc1ccc(C2Nc3cccc4cccc(c34)N2)c(O)c1	10	0	-51	-0.4	-1
32	N/C(=N\c1nc2ccccc2o1)NC(=O)/C=C/c1ccccc1	25	-3	-26	-0.1	42
33	COc1ccc(/C=C2\SC(=O)N(CCC(=O)Nc3ccc(S(=O)(=O)Nc4nccs4)cc3)C2=O)cc1	16	.	-10	.	.
34	COC(=O)CSC1=C(C#N)C(c2ccccc2OC)C(C(=O)OC)C(=O)N1 (centres undefined)	3	-6	-16	-0.8	0
35	FC(F)C(F)(F)C1=CC(c2ccccc2)=NCCN1	3	5	-11	-0.7	6
36	Nc1c(C(=O)Nc2ccccc2Cl)nnn1-c1ccc2c(c1)OCCO2	17	2	-216	2.6	58*

no.	Platelet DG rel	HSF1 inhib	KLF5 inh	IEC-6 cytotox	HSP90 inh
25	0	-12	-12	2	3
26	-2	7	-1	-2	1
27	-2	-1	-55	-3	1
28	-15	22	-20	-6	-1
29	-1	-2	-37	2	3
30	-10	-4	0	-6	5
31	-40	3	8	-2	-1
32	12	16	-7	-4	1
33	-4	.	-12	-6	0
34	2	9	18	0	1
35	13	-10	-15	5	1
36	1	36	-119	-2	-2

# (list continues)
no.	SMILES	AI-2 QS mod	HDAC3 inh	aSyn 5UTR inh	HIF activator	HSF-1 act
37	CCN(CC)S(=O)(=O)c1cnccc1N1CCN(c2cccc(Cl)c2)CC1	31	8	5	0.0	2
38	CCCCC1=CC2=C(c3ccco3)C(=O)C(C)(OC(=O)c3ccc(OC)cc3)C(=O)C2=CN1CC1CC1 (centres undefined)	16	12	28	-0.3	2
39	Cc1ccc(/C=N/NC(=O)c2ccc3c(c2)OCCO3)s1	-2	6	-118	1.2	-11
40	CCCCc1nccn1CCn1ccnc1CCCC	2	-8	-7	0.6	17
41	O=C(CN1CCC(C(=O)c2ccc3c(c2)OCCO3)CC1)Nc1ccccc1C(F)(F)F	11	1	17	-0.3	35
42	CC(C)NC(=O)CN(c1cccc(Br)c1)S(C)(=O)=O	26	-1	16	0.1	2
43	COC(=O)c1cc(C(=O)N2CCN(c3cccc(C)c3C)CC2)cc([N+](=O)[O-])c1	22	-1	78*	0.6	-13
44	COc1cc(C(=O)N(C)CCOc2ccc(C)cc2)ccc1OC1CCN(C(C)=O)CC1	18	7	7	-0.7	-15
45	O=C(CSc1nc2[nH]ncc2c(=O)[nH]1)Nc1cccc([N+](=O)[O-])c1	8	2	0	0.2	-8
46	FC(F)Sc1nc2ccccc2[nH]1	19	-4	15	-0.3	-20
47	CCCCc1nnc(NC(=O)c2oc3ccccc3c2C)s1	11	-3	-96	0.6	14
48	Cc1ccccc1C(=O)NCC(c1ccco1)N1CCc2ccccc2C1 (centres undefined)	13	-5	7	-0.2	-4

no.	Platelet DG rel	HSF1 inhib	KLF5 inh	IEC-6 cytotox	HSP90 inh
37	2	0	14	-3	2
38	-1	6	.	.	.
39	11	-6	-36	34*	11
40	22	-1	-18	-3	-1
41	0	2	-12	-1	0
42	-13	-5	-13	0	3
43	-5	-11	47	37*	3
44	0	-1	-22	2	-1
45	8	-8	.	.	.
46	14	-7	-16	4	-1
47	5	11	.	.	.
48	1	2	.	.	.

# Next section
no.	SMILES	AI-2 QS mod	HDAC3 inh	aSyn 5UTR inh	HIF activator	HSF-1 act
49	COC(=O)c1cc(OC)c(OC)cc1NC(=O)C(C)Sc1ccc(C)cc1 (centres undefined)	4	-1	0	0.0	23
50	COc1ccc(C(C)=O)cc1Cn1nnc(-c2ccccc2Br)n1	11	13	20	0.1	4
51	CCOC(=O)C1(CC)NC(c2cccc(F)c2)C2C(=O)N(CC)C(=O)C21 (centres undefined)	16	0	11	-0.2	8
52	Cc1ccc2nc3c(nc2c1)-c1ccccc1C3=O	0	-9	-65	0.3	-2
53	O=C(NCCCN1CCCC1=O)C1CCN(S(=O)(=O)c2c(Cl)cccc2Cl)CC1	21	-7	-19	1.5	-8
54	Cc1cccc(/C(N)=N/OC(=O)CCC2CCCCC2)c1	41	2	-109	1.5	0
55	Cc1cccc(Nc2nc(N)c(C#N)c(CC#N)c2C#N)c1	31	-5	12	2.2	-5
56	O=C(COC(=O)c1ccc(Cl)nc1)NCc1ccc2c(c1)OCO2	20	0	17	-0.1	0
57	COc1cccc(N2CC(C(=O)Nc3nnc(SCCN4CCOCC4)s3)CC2=O)c1 (centres undefined)	6	?	22	0.5	-3
58	Cc1ccc(NC(=O)c2ccc3c(c2)OCCO3)cc1C	18	2	74*	-4.8	-21

no.	Platelet DG rel	HSF1 inhib	KLF5 inh	IEC-6 cytotox	HSP90 inh
49	0	1	-26	-3	0
50	2	2	-20	-4	-1
51	12	-1	-1	1	0
52	0	9	-17	5	3
53	0	-7	.	.	.
54	-7	6	-18	1	0
55	-11	0	3	4	5
56	-4	0	-24	-5	1
57	-2	-5	-23	-3	-3
58	25	-21	29	9	42*

# Another view of part of the listing above.
# Values run as follows: AI-2 QS mod	HDAC3 inh	aSyn 5UTR inh	HIF activator	HSF-1 act	Platelet DG rel	HSF1 inhib	KLF5 inh	IEC-6 cytotox	HSP90 inh
[9] Cn1ncc(C(=O)N=S(C)(=O)c2ccccc2)c1[N+](=O)[O-] (centres undefined)
  11	-16	-42	-0.7	-1	0	-5	0	-9	-5
[22] Cc1ccccc1Cn1nc(C)c(NC(=O)c2noc3c2CC(C(C)(C)C)CC3)c1C (centres undefined)
  1	10	14	-0.4	14	-4	4	-19	-3	1
[41] O=C(CN1CCC(C(=O)c2ccc3c(c2)OCCO3)CC1)Nc1ccccc1C(F)(F)F
  11	1	17	-0.3	35	0	2	-12	-1	0
[26] COc1ccc(/C=C/C(=O)O)cc1Cl
  27	.	11	-0.3	-10	-2	7	-1	-2	1
